hERG rescue: compounds protecting human hERG from proarrhythmic drug block; CHO-hERG, FluxOR thallium flux, dofetilide IC70 present; activation (rescue from dofetilide block), less the hit threshold, % at 10 µM; 0.51% of 310,000 active; AID 1511;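 active means activation above the mean of controls blocked by dofetilide plus 5 SD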;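 further: thallium influx through hERG after potassium depolarization seen as dye fluorescence rise; in these data hits start at about 4.7%; inactives centre near -7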
DYRK1A inh: Dyrk1A (rat) kinase inhibition | ADP-Glo luminescence, NFATc1 peptide | inhibition, % at 12.5 µM | 0.43% of 310,000 active | AID 504441; in the data active means inhibition above about 50%;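 further: plate controls were vehicle with enzyme for no effect and no enzyme for full effect; many of its hits are not listed in these tables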
TMEM16A inh: mouse TMEM16A channel inhibition, primary screen. HEK293 TMEM16A/YFP iodide influx fluorescence, ionomycin. normalized B-score (activity score, 25-100; higher = stronger inhibition) at 10 µM. 1.2% of 310,000 active. AID 588511;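 active means ratio plate-corrected score three or more library SD toward inhibition, starting fluorescence score within five deviations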;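 further: score derived from kinetic fluorescence span divided by baseline fluorescence per well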
TRPC4 potent: allosteric potentiators of mouse TRPC4 channel | Q9QUQ5 | HEK293 TRPC4beta/mu-opioid, DAMGO EC20, Fluo-4 Ca2+ flux; active compounds read high | B-score at 10 µM | 0.42% of 310,000 active | AID 2227;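 active means B-score of calcium response area above 5 SD of library B-scores, with initial fluorescence ratio within 5 SD of library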;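 further: B-score of integrated fluorescence ratio over time as area under calcium response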
KCNK3 inh: human KCNK3 channel inhibition, primary screen; O14649; CHO-KCNK3 thallium flux, FluxOR fluorescence; active compounds read low; B-score at 10 µM; 0.84% of 340,000 active; AID 602410;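 active means B-score under library mean minus 4 SD, starting fluorescence ratio at most library mean plus 5 SD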;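 further: more negative B-score means stronger inhibition of thallium flux through KCNK3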
KCNQ1 pot: potentiators or activators of human KCNQ1 potassium channel; P51787; CHO-K1 KCNQ1, thallium flux FluxOR fluorescence; active compounds read high; B-score at 10 µM; 0.35% of 310,000 active;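 active means fluorescence ratio B-score, a plate-corrected score, at least three library SD, with initial intensity B-score within 5 SD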
Target sequence (P51787 whole entry, looked up): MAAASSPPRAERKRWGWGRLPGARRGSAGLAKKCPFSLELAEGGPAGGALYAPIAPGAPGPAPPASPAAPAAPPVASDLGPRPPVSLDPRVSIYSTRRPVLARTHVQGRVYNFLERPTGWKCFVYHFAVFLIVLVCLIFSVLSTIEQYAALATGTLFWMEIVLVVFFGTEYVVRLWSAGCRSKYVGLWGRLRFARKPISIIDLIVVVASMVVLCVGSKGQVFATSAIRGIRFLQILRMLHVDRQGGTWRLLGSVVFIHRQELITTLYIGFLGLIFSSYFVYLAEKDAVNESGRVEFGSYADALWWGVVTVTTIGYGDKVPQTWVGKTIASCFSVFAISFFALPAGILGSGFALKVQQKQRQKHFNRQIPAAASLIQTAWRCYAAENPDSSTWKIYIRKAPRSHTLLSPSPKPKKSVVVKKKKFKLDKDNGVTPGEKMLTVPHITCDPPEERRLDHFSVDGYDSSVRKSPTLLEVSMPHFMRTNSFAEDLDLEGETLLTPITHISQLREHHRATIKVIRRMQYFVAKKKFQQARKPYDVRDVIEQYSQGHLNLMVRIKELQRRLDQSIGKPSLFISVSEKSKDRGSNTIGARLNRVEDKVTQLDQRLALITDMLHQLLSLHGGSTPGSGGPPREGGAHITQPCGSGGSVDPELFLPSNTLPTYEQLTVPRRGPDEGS
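System: Stable KCNQ1 CHO-K1 line | Incubation: 90 min dye loading and 20 min compound exposure, both at room temperature | Measure: Ratio B score | Medium: Assay buffer for compound exposure, DMSO matched across wells | Compound dosing: Single-concentration screen | Probe or stimulus: K+/Tl+ depolarizing stimulus | Measured by: Kinetic FluxOR fluorescence, 10 s baseline plus 110 s post-stimulus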
HDAC3 inh: human HDAC3 inhibition. O15379. recombinant HDAC3, fluorogenic peptide/trypsin coupled, fluorescence. inhibition, % at 8.3 µM. 0.15% of 320,000 active; in the data active means inhibition above about 26%, passing the limit was not always enough
TRPC4 act: opens the mouse TRPC4 cation channel; 0.49% of 310,000 active; B-score at 10 µM; HEK293 TRPC4beta/mu-opioid, Fluo4 calcium fluorescence; active compounds read high; Q9QUQ5;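 active means B-score above 5 SD of library B-scores, and initial fluorescence ratio not above library mean plus 5 SD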;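 further: positive B-score marks a calcium rise read as TRPC4 activation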
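Technique: kinetic Fluo4 calcium fluorescence; Test system: TRPC4beta and mu-opioid receptor HEK293 stable cells; Measure: B-scored integrated calcium fluorescence ratio; Benchmarks: low control buffer alone, high control maximal DAMGO; Schedule: 45 min room-temperature Fluo4 loading, 110 s read.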
KCNQ1 inh: blocks the human KCNQ1 potassium channel. AID 2642. CHO-K1 KCNQ1, FluxOR thallium flux fluorescence; active compounds read high. B-score at 10 µM. 1.3% of 310,000 active. P51787;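 active means compounds whose thallium flux B-score, printed positive for inhibition, exceeds three library SD while starting fluorescence stays within three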;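 further: channel opened by potassium depolarization with thallium stimulus after 20 min compound exposure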
ANO1 activ: mouse TMEM16A channel activation, primary screen | HEK293 TMEM16A/YFP-H148Q/I152L, iodide quench fluorescence; active compounds read low | Q8BHY3 | 0.3% of 340,000 active | B-score at 10 µM | AID 623877;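 active means fluorescence-ratio B-score plate-corrected deviation score at least 3 library SD below zero, with starting fluorescence score within 5 deviations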;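 further: channel opened by trigger with iodide after compound preincubation; score built on the fluorescence ratio of max minus min over baseline; more negative score means more quench and so TMEM16A activation or potentiation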
KCNK9 inh: human KCNK9 channel inhibition; Q9NPC2; HEK293 KCNK9, FluxOR thallium flux fluorescence; active compounds read low; B-score at 10 µM; 1.2% of 310,000 active; AID 488922;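 active means ratio B-score over 3 SD below the library mean, with starting fluorescence within 5 SD of its mean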;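 further: negative B-score means less thallium flux so channel inhibition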
Target sequence (Q9NPC2 whole entry, looked up): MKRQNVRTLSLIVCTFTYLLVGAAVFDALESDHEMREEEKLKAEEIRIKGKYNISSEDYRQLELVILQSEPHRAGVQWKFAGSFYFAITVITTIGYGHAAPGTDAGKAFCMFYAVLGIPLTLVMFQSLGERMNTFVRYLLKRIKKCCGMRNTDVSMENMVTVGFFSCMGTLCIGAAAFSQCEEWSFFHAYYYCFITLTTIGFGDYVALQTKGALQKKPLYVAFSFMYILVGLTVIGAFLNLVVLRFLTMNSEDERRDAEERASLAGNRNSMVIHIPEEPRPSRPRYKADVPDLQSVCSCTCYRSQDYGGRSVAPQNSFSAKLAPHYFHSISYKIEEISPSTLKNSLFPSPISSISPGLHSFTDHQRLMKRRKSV
An asterisk follows results filed as active; i = inactive; . = not tested or not shown.

Compound	hERG rescue	DYRK1A inh	TMEM16A inh	TRPC4 potent	KCNK3 inh	KCNQ1 pot	HDAC3 inh	TRPC4 act	KCNQ1 inh	ANO1 activ	KCNK9 inh
CN1CCN(CC(=O)C23CC4CC(CC(C4)C2)C3)CC1	-15	-6	i	i	i	i	-1	i	i	i	i
Cc1ccc(S(=O)(=O)/N=C(\Nc2cc(C)on2)c2ccc(Cl)cc2)cc1	-9	-5	i	i	i	i	4	i	i	i	i
Cc1nc2cc(S(=O)(=O)N(C)C)ccc2n1-c1ccccc1	-12	2	i	i	i	i	-19	i	i	i	i
CCC1CCCCN1C(=O)CN1C(=O)CSC1=O (stereo not drawn)	-1	-14	i	i	i	i	-3	i	i	i	i
O=[N+]([O-])c1ccccc1/C=N/Nc1nnc(-c2ccccc2)c(-c2ccccc2)n1	-9	-8	i	i	i	i	1	i	i	i	i
O=C(Nc1ccnn1C1CCN(C(=O)c2c(F)cccc2F)CC1)C1CC1	-3	6	i	i	i	i	-9	i	i	i	i
CC1CC(=O)N(c2ccc(C(C)C)cc2)C(=O)C1	-1	1	i	i	i	i	-3	i	i	i	i
Cc1ccccc1N/C(SCc1cccc(Br)c1)=C(/C#N)C(N)=O	-10	-7	i	i	i	i	-4	i	i	i	i
COc1ccccc1-c1nnc(SC(C)C(=O)Nc2ccc(C(N)=O)cc2)o1 (stereo not drawn)	-18	1	i	i	i	i	-2	i	i	i	i
CN1c2ccccc2C(=O)C(=C2SCCCS2)S1(=O)=O	-14	25	i	i	i	i	3	i	i	i	i
CCCNC(=O)Cn1cnc2sc(C(=O)N3CCN(c4ccc(F)cc4)CC3)c(C)c2c1=O	-3	-28	i	i	i	i	3	i	i	i	i
O=C1C2C(C(=O)N1/N=C/c1cc([N+](=O)[O-])c(O)cc1O)C1C=CC2C12CC2 (stereo not drawn)	-9	5	i	i	i	i	-3	i	i	i	i
O=C(NC1CCN(C(=O)Nc2ccc(F)cc2)CC1)c1ccc(F)cc1	-4	-1	i	i	i	i	3	i	i	-5.2*	i
O=C(NNC(=S)NC1CCCCC1)c1ccc(Cl)s1	-5	3	i	i	i	i	5	i	i	i	i
[N-]=[N+]=CC(=O)C(c1ccccc1)(c1ccccc1)c1ccccc1	-11	-3	i	i	i	i	6	i	i	i	i
CS(=O)(=O)CCC(C(=O)OCC(=O)c1ccc(Cl)cc1)N1C(=O)c2ccccc2C1=O (stereo not drawn)	-7	-1	i	i	i	i	-1	i	i	i	i
O=C(OCCCN=C1NS(=O)(=O)c2ccccc21)c1ccc([N+](=O)[O-])cc1	0	4	i	i	i	i	-1	i	i	i	i
CC(C)Cn1c(SCc2nc3ccccc3c(=O)[nH]2)nc2ccccc2c1=O	-11	-3	i	i	-10*	i	-2	i	i	i	-6.7*
Cc1n[nH]c(=S)n(NC(=O)CC(=O)Nn2c(=S)[nH]nc(C)c2=O)c1=O	-11	-5	i	i	i	i	4	i	i	i	i
Cc1ccc(-n2c(O)c(C=Nc3cc(C)on3)c3ccccc3c2=O)c(C)c1	-4	2	i	i	i	i	3	i	i	i	i
CCCOc1ccc(/C=c2\sc3nc(-c4ccco4)nn3c2=O)cc1OCC	-11	-3	i	i	i	i	-2	i	i	i	i
O=C(NC1CCCC1)c1cc(-c2ccccc2O)on1	-1	3	i	i	i	i	0	i	i	i	i
COc1cccc(/C=N/NC(=O)NC23CC4CC(CC(C4)C2)C3)c1O	-6	.	i	i	i	i	5	i	i	i	i
CCc1nnc2n1N=C(c1ccc(OC)cc1)CS2	-19	6	i	i	i	i	4	i	i	i	i
CCCC(=O)n1nc(-c2ccc(OC)cc2)nc1N	-6	5	i	i	i	i	8	i	i	i	i

(further entries)
Compound	hERG rescue	DYRK1A inh	TMEM16A inh	TRPC4 potent	KCNK3 inh	KCNQ1 pot	HDAC3 inh	TRPC4 act	KCNQ1 inh	ANO1 activ	KCNK9 inh
CCn1c(SCC(N)=O)nnc1-c1cc2c(C)nn(-c3ccccc3)c2s1	-19	-8	i	i	i	i	-8	i	i	i	i
Cc1ccccc1OCC(=O)Nc1ccc(C(=O)Nc2ccccc2C(=O)O)cc1	-9	-5	i	i	i	i	0	i	i	i	i
Cc1ccn(-c2cccc(-n3ccc(C)n3)n2)n1	-6	-1	i	i	i	i	0	i	i	i	i
N#C/C(=C\c1ccc(O)cc1)C(=O)NCc1ccccc1	-3	9	i	i	i	i	-2	i	i	i	i
O=C(CSc1nnc2n1CCCCC2)Nc1ccc(N2CCOCC2)cc1	-2	7	i	i	i	i	-3	i	i	i	i
Cc1ccc(NC(=O)/C=C/c2ccco2)cc1S(=O)(=O)N1CCCCCC1	-6	0	25*	i	-9.4*	i	8	i	i	i	i
CCCOc1ccc(C2=CSC3=NCCN23)cc1	-2	-5	i	i	i	i	4	i	i	i	i
C=CCn1c(O)c(C=Nc2ccc(Cc3ccncc3)cc2)c(=O)[nH]c1=S	-9	-6	i	i	i	i	1	i	i	i	i
O=C1SCCc2c1n(Cc1ccccc1)c1ccccc21	-4	6	i	i	i	i	7	i	i	i	i
Cc1cc(C)c(NC(=O)CSc2nc(=O)n3cc(C)ccc3n2)c(C)c1	-13	-3	i	i	i	i	2	i	i	i	i
O=C(CSc1nnc(-c2cccnc2)o1)Nc1ccc(Br)cc1	-5	-5	i	i	i	i	-2	i	i	i	i
COc1ccc(NC(=O)CN2C(=O)c3ccccc3Sc3ccc(C(=O)N4CCOCC4)cc32)c(OC)c1	-14	-6	i	i	i	i	-14	i	i	i	i
COc1ccc(C(=O)NC2CC2)cc1OC1CCN(Cc2ccc(Cl)cc2)CC1	-14	-3	i	i	i	i	1	i	i	i	i
CCCC(=O)OCC(=O)Nc1cc(Cl)ccc1[N+](=O)[O-]	-9	0	i	i	i	i	6	i	i	i	i
CC(C)n1cc(CNC(=O)C2CCC(=O)N(Cc3ccccc3F)C2)cn1 (stereo not drawn)	-5	9	i	i	i	i	-8	i	i	i	i
NC(=O)C1CCN(c2ncc(C(F)(F)F)cc2Cl)CC1	-1	-3	i	i	i	i	6	i	i	i	i
O=C(c1cccs1)N1CCc2c([nH]c3ccccc23)C1c1ccccn1 (stereo not drawn)	-10	12	i	i	i	i	0	i	i	i	-9*
COc1ccc(CN(CC(=O)NCc2ccccc2)C(=O)CCC(=O)Nc2cc(C)ccn2)cc1	-9	2	i	i	i	i	5	i	i	i	i
CN(C)C(=O)c1cc(Br)ccc1Cl	-12	-2	i	i	i	i	-7	i	i	i	i
Cc1nc2ccccc2n1C(=O)N1CCOCC1	-8	-3	i	i	i	i	-4	i	i	i	i
COc1cc(NC(=O)CN2CCN(C(=O)C3CCCO3)CC2)c(OC)cc1Cl (stereo not drawn)	-7	2	i	i	i	i	-5	i	i	i	i
CN1CCN(C(=O)c2ccc3c(c2)N(C)C(=O)/C(=C/c2cccc(Cl)c2)S3)CC1	-15	-5	i	i	i	i	1	i	i	i	i
c1cc2c(cc1Oc1nc(N3CCOCC3)nc(N3CCOCC3)n1)OCO2	-12	2	i	i	i	i	1	i	i	i	i
COC(=O)c1sc(C(C)(C)C)cc1CS(=O)(=O)c1ccccn1	-8	-2	i	i	i	i	-1	i	i	i	i
Cc1ccc(CNC(=O)COC(=O)c2ccc(Cl)c(N)c2)cc1	-7	-9	i	i	i	i	.	i	i	i	i

New compounds follow
Compound	hERG rescue	DYRK1A inh	TMEM16A inh	TRPC4 potent	KCNK3 inh	KCNQ1 pot	HDAC3 inh	TRPC4 act	KCNQ1 inh	ANO1 activ	KCNK9 inh
CC(=O)N(C)c1ccc(NCc2cc(=O)oc3cc(C)c(O)cc23)cc1	-7	-7	i	i	i	i	3	i	i	i	i
Cc1ccnc(SCc2cc(=O)c(OC(=O)c3ccccc3)co2)n1	-14	3	i	i	i	i	4	i	i	i	i
COc1cccc(C2CC(C(F)(F)F)n3nc(C(=O)Nc4c(C)n(C)n(-c5ccccc5)c4=O)cc3N2)c1 (stereo not drawn)	-7	10	i	i	i	i	-1	i	i	i	i
C[C@]1(C(=O)O)C=C[C@@H](Cc2ccccc2)N1C(=O)c1ccccc1	-8	2	i	i	i	i	2	i	i	i	i
Cc1onc(-c2ccccc2)c1C(=O)Nc1c(C)n(C)n(-c2ccccc2)c1=O	-9	1	i	i	i	i	1	i	i	i	i
CC(=NC1CCCCC1)C1=C(O)c2ccccc2C1=O	-9	37	i	i	i	i	3	i	i	i	i
COc1ccc(S(=O)(=O)NC(C)C(=O)NCc2cccnc2)cc1C (stereo not drawn)	-1	9	i	i	i	i	1	i	i	i	i
CC(C)N(C(=O)c1nn(C)c2c1CSc1ccccc1-2)C1CCCCC1	-2	7	25*	i	i	i	-1	i	8*	i	-10*
O=C(Nc1ccccc1)c1ccc(-c2ccccc2C(F)(F)F)o1	.	2	i	.	i	.	21	.	.	i	.
CCOC(=O)COc1cc(O)c2c(=O)cc(-c3ccccc3)oc2c1	-4	-2	i	i	i	i	0	i	i	i	i
NC(=O)c1ccc[n+](CC(=O)c2ccc(Br)cc2)c1	-19	1	i	i	i	i	0	i	i	i	i
CN1C(=O)CC2(CC(=O)N(Cc3ccccc3)C2)C1=O (stereo not drawn)	-4	-3	i	i	i	i	12	i	i	i	i
CC(C)(C)N1CC(C(=O)Nc2ccc(C#N)cc2)CC1=O (stereo not drawn)	-4	-2	i	i	i	i	2	i	i	i	i

Complete entries as entered above. Order of values: hERG rescue, DYRK1A inh, TMEM16A inh, TRPC4 potent, KCNK3 inh, KCNQ1 pot, HDAC3 inh, TRPC4 act, KCNQ1 inh, ANO1 activ, KCNK9 inh
Record of COc1ccc(NC(=O)CN2C(=O)c3ccccc3Sc3ccc(C(=O)N4CCOCC4)cc32)c(OC)c1 : -14, -6, i, i, i, i, -14, i, i, i, i
Record of CC(=NC1CCCCC1)C1=C(O)c2ccccc2C1=O : -9, 37, i, i, i, i, 3, i, i, i, i
Record of Cc1ccc(CNC(=O)COC(=O)c2ccc(Cl)c(N)c2)cc1 : -7, -9, i, i, i, i, ., i, i, i, i
Record of C=CCn1c(O)c(C=Nc2ccc(Cc3ccncc3)cc2)c(=O)[nH]c1=S : -9, -6, i, i, i, i, 1, i, i, i, i
Record of CN1CCN(CC(=O)C23CC4CC(CC(C4)C2)C3)CC1 : -15, -6, i, i, i, i, -1, i, i, i, i

Only part of the results is shown (hit frequency here may not be typical).
